TrxR1 inh: inhibitors of rat thioredoxin reductase 1. O89049. recombinant rTrxR1, NADPH fluorescence consumption, selenite substrate. Potency, µM (doses to about 114 µM), for inactives: top-dose activity change, negative = inhibition, most hits filed as inhibitors. 1% of 390,000 active. AID 588453; further: potency means the concentration at half of the fitted maximal effect; on the % scale 0 is the no-effect control and ±100 the full control effect; nearly all actives have a fitted effect of over 65% in size
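Rat TrxR1 (90 nM in the dispensed reagent) was pre-reduced with 400 uM NADPH for 5 min at room temperature, then incubated with compound for 15 min. After 400 uM selenite was added, NADPH fluorescence (Ex 340/Em 450 nm) was followed for 8 min.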
IDH1 R132H inh: human IDH1 R132H inhibition; 0.093% of 390,000 active; IDH1-R132H enzyme, NADPH consumption, diaphorase/resazurin fluorescence; Potency, µM (doses to about 76.6 µM), for the others: at the highest dose activity change, negative = inhibition, usual class: inhibitors; further: potency means the concentration at half of the fitted maximal effect; on the % scale 0 is the no-effect control and ±100 the full control effect; nearly all actives have a fitted effect of over 65% in size
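IDH1-R132H (0.5 ug/mL dispensed) in pH 7.5 Tris buffer was preincubated 30 min with compound, then given a substrate mix of 0.016 mM NADPH and 2 mM alpha-KG for 80 min at room temperature; remaining NADPH was read by diaphorase/resazurin fluorescence.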
Vif-A3G inh: inhibitors of Vif-APOBEC3G interaction | Q9HC16 | HeLa A3G-eYFP + Vif (tagged APOBEC3G with the HIV-1 protein that degrades it), YFP fluorescence, overnight | 0.076% of 410,000 active | Potency, µM (top dose mostly 46.1 µM), for inactives: at the top dose activity, negative = active, usual class: inhibitors;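 further: potency means the concentration at half of the fitted maximal effect; on the % scale 0 is the no-effect control and ±100 the full control effect; nearly all actives have a fitted effect of over 60% in size; hits raise eYFP signal because A3G escapes Vif-driven loss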
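Read-out is eYFP fluorescence (Ex 488/Em 500-530) from Vif-expressing HeLa A3G-eYFP cells; more signal means A3G escaped Vif-mediated degradation. Cells plated overnight, compound pinned in, incubated overnight at 37 deg C.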
Vif-APOBEC3F blk: blocks the Vif interaction with APOBEC3F. Potency, µM (doses to about 46.1 µM), inactives show at the top dose activity, negative = active. 0.2% of 390,000 active. AID 602313. HeLa A3F-eYFP + Vif (tagged APOBEC3F with the HIV-1 protein that degrades it), YFP fluorescence increase; further: potency means the concentration at half of the fitted maximal effect; % of control where 0% means no effect; nearly all actives have a fitted effect of over 65% in size
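HeLa cells stably expressing Vif plus C-terminally eYFP-tagged A3F were seeded, incubated overnight at 37 deg C, dosed with compound, incubated overnight again at 37 deg C. Yellow fluorescence (Ex 488/Em 500-530) reported blocked Vif-mediated A3F-eYFP degradation.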
TrxR1 substrate: rat thioredoxin reductase 1 substrate activity. 0.01% of 390,000 active. O89049. purified TrxR1 substrate turnover, NADPH consumption readout. AID 588456. Potency, µM (titrated, usually from 114 µM), for the others: at the top dose activity change, negative = substrate turnover; further: potency means the concentration at half of the fitted maximal effect; on the % scale 0 is the no-effect control and ±100 the full control effect; nearly all actives have a fitted effect of over 50% in size
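Rat TrxR1, dispensed at 90 nM, was prereduced with 400 uM NADPH (final) for 5 min at ~22 deg C, then incubated with compound 15 min before 400 uM selenite. A first-read NADPH fluorescence drop versus no-compound background flagged substrates.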
RGS4 inh: blocks human RGS4-accelerated GTP hydrolysis; Potency, µM (series often up to 114 µM), for the others: top-dose activity change, negative = inhibition, actives largely listed as inhibitors; 0.039% of 390,000 active; Transcreener GDP fluorescence polarization, RGS4-accelerated GTP hydrolysis; further: potency means the concentration at half of the fitted maximal effect; on the % scale 0 is the no-effect control and ±100 the full control effect; nearly all actives have a fitted effect of over 75% in size; some results filed as inactive show a strong effect at the top dose
Target sequence (P49798 whole entry, looked up): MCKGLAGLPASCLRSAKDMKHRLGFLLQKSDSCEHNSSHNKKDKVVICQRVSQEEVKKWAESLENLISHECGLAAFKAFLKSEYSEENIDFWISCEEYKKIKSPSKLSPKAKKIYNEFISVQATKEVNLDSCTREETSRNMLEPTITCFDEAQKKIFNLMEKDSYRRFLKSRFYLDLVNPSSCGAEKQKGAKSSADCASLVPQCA
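MLSMR compounds (23 nl, pin-transferred) preincubated 10 min at room temperature with a 500nM (2x) first reagent, then RGS4 at 900nM (2x) plus Transcreener GDP mix added; fluorescence polarization (620/688 nm) read before and after 90 min at 30 °C.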
LDHA block: inhibitors of human lactate dehydrogenase A; 0.15% of 480,000 active; P00338; purified LDHA, NADH/diaphorase-resazurin fluorescence; active compounds read low; activity change, % (values are at about 110 or 230 µM); in the data active means activity change below about -30%; inconclusive means mostly about -25% to -30%;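 further: plate controls were DMSO wells for no effect and wells without enzyme for full effect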
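Enzyme activity of human lactate dehydrogenase 5 (2 nM; 0.06 mM NADH, 0.2 mM pyruvate, 5 min, RT) is measured via a resazurin/diaphorase fluorescence readout of residual NADH.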
USP1 inh: blocks the human USP1/UAF1 deubiquitinase complex | O94782 | 0.23% of 390,000 active | recombinant USP1/UAF1, Ub-Rhodamine cleavage fluorescence | Potency, µM (titrated, usually from 57.1 µM), for inactives: at the highest dose activity change, negative = inhibition, hits mostly inhibitors; further: potency means the concentration at half of the fitted maximal effect; on the % scale 0 is the no-effect control and ±100 the full control effect; nearly all actives have a fitted effect of over 60% in size; inactives centre near -12
Target sequence (O94782 whole entry, looked up): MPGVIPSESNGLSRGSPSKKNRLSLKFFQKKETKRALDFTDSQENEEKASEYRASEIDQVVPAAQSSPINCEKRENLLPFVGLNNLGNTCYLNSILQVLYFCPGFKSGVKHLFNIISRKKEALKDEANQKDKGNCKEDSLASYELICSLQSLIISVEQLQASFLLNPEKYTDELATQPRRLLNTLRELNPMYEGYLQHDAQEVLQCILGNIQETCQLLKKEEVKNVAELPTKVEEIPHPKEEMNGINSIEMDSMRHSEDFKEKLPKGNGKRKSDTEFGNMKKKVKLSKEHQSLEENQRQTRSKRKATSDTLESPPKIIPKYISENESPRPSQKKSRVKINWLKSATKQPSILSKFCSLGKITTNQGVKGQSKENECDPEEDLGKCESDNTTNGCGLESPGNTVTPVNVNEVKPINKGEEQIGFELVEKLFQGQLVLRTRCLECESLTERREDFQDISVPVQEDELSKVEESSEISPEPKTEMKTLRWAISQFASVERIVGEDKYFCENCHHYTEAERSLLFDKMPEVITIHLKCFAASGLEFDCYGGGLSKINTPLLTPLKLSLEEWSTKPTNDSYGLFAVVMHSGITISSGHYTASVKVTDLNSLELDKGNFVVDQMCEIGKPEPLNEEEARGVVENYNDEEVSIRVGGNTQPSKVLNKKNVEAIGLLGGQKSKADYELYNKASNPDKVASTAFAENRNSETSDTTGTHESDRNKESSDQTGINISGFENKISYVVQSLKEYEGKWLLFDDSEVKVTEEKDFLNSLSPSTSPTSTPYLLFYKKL
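1 nM enzyme complex + cpd, 15 min RT; start with Ub-Rho 150nM final; kinetic fluorescence ex 480/em 540, 6 reads q60 s. Buffer 50mM HEPES pH 7.8, 0.5mM EDTA, 0.1 mg/ml BSA, 1mM TCEP, 0.01% Tween-20.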
Glioma ERSR ind: ER stress response induction in glioma; U87-MG GRP78 promoter luciferase reporter, 16 h; Potency, µM, for inactives: at the highest dose activation, actives largely listed as activators; 0.02% of 420,000 active; further: potency means the concentration at half of the fitted maximal effect; series mostly up to about 76 µM; % of control where 0% means no effect; nearly all actives have a fitted effect of over 35% in size
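Stably transfected U87-MG human glioma cells carrying a GRP78-based luminescent sensor were seeded at 1000 cells/well, pin-dosed with compounds and incubated 16 h. Luciferase reagent was then added, and end-point luminescence was read after 10 min at room temperature.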
* hit, by the source's call; ? = inconclusive; [ ] = another dose, or the depositor's remark. Unless noted, the call rests on the fitted dose curve; in most records, active means well fitted curve in the direction sought with a large enough effect; inconclusive means small, poorly fitted or top-dose-only effect, or another doubt; inactive means no such curve, though single readings can be large; an effect the other way counts as inactive or inconclusive. This is a subset; rates above refer to the full screens.

SMILES	TrxR1 inh	IDH1 R132H inh	Vif-A3G inh	Vif-APOBEC3F blk	TrxR1 substrate	RGS4 inh	LDHA block	USP1 inh	Glioma ERSR ind
COc1cc(C2(c3ccc(O)c(OC)c3)C(=O)Nc3c(C)cc(Br)cc32)ccc1O	5%[57.1 µM]	?	-1%	2%	8%	11%	-6	-10%	-2%
COc1ccc(CNCCNC(=O)c2ccco2)c(OC)c1OC	5%	2%	2%	-7%	7%	-16%[56.9 µM]	-12	-12%	-6%
COc1cc2c(c(O)c1OC)-c1c(cc(OC)c(OC)c1OC)C[C@@H](C)[C@@H](C)C2	0%[57.1 µM]	15%	-4%	3%	-3%[57.1 µM]	-20%	-2	-11%	-1%
CCOc1ccc(Cl)cc1S(=O)(=O)NCc1cccnc1	-8%	16%	0%	1%	-7%	-4%	-4	-11%	-5%
Cc1ccccc1Nc1c(-c2ccc(Cl)s2)nc2c(C)cccn12	-2%	-14%	-9%	-12%	8%	24%	0	0%	-3%
COC(=O)c1ccc(S(=O)(=O)NCc2ccc(OC)cc2)n1C	7%[57.1 µM]	5%	7%	9%	6%[57.1 µM]	-7%	-5	-2%	-2%
O=C(/C=C/c1ccccc1Cl)N1CCCN(C(=O)/C=C/c2ccccc2Cl)CC1	-9%	5%	2%	?	-7%	-13%	-4	-10%	-1%
COc1ccc(N2CCN(c3ncnc4sc(C(=O)NCC5CCCO5)c(C)c34)CC2)cc1 (stereo not drawn)	24%[57.1 µM]	1%	1%	9%	-14%[57.1 µM]	-27%	2	-27%	3%
CC(C)[C@H](NS(=O)(=O)c1cccc(Cl)c1)C(=O)OCC(=O)N1CCN(c2ccccc2)CC1	?	2%	1%	0%	-3%	-12%	-3	-9%	-3%
COc1cc(OC)cc(C(=O)Nc2nnc(SCC(=O)NCc3ccco3)s2)c1	9%	-15%	-1%	1%	-2%	-12%	-3	-27%	6%
O=C(CNc1cccc(C(F)(F)F)c1)N/N=C/c1cccc(Br)c1	-6%	-3%	-5%	0%	-7%	-17%	5	-23%	-9%
CNC(=S)N1CCn2cccc2C1c1ccc(F)cc1 (stereo not drawn)	5%[57.1 µM]	2%	-6%	-22%	-1%	-23%	4	-15%	-1%
COc1ccc(CNC(=O)COc2ccc(C)nc2[N+](=O)[O-])cc1	13%[57.1 µM]	-3%	1%	5%	-8%	8%	-14	7%	0%
CC(C)Oc1ccc(C(=O)Nc2c(C(=O)Nc3cccc(F)c3)oc3ccccc23)cc1	28%	-7%	0%	1%	19%	16%	4	?	1%
COc1cc(NC(=O)Cn2c(=O)n(-c3ccccc3)c(=O)c3c4c(sc32)CCCC4)cc(OC)c1	18%	-1%	-6%	-4%	3%	29%	-4	-20%	-4%
Cc1ccc(NS(=O)(=O)c2ccc3c(c2)CCCN3C(=O)C2CCC2)c(C)c1	24%[57.1 µM]	5%	-4%	4%	7%[57.1 µM]	4%	5	-3%	-5%
CCNC(=O)NCCNC(=O)c1cc(OCC(F)(F)F)ccc1OCC(F)(F)F	8%	-8%	-7%	1%	-2%	6%	-7	-13%	-4%
COC(=O)c1ccccc1NC(=S)NC(=O)c1ccc(C)cc1	40µM*	3%	-1%	-7%	-9%	-50%	-1	-25%	-3%
CC(=O)Nc1ccc2ccccc2c1[N+](=O)[O-]	5%[57.1 µM]	-2%	-7%	-10%	-2%[2.29 µM]	8%	-1	7%	1%
COc1ccc(C)cc1NC(=O)C1CCCN(S(=O)(=O)c2ccc3c(c2)oc(=O)n3C)C1 (stereo not drawn)	15%	-1%	-3%	-7%	1%	11%	1	-21%	-4%
Cc1nnc2c(NCC(C)c3ccccc3)nc3ccccc3n12 (stereo not drawn)	29%	-2%	-4%	-12%	42%[activator]	14%	-2	-23%	-3%
CCOC(=O)C1CCN(S(=O)(=O)c2ccc3c(c2)N(C(C)=O)CC(C)S3)CC1 (stereo not drawn)	-4%	0%	6%	1%	-2%	-24%[11.4 µM]	-1	-26%	-1%
CCc1ccccc1NC(=O)Nc1cc(C(=O)NCc2ccc(OC)cc2)ccc1N1CCCC1	10%[57.1 µM]	0%	-3%	0%	5%[57.1 µM]	-3%	0	-7%	-3%
Cc1ccc(C2=CC(=O)C[C@H](c3ccc4c(c3)OCO4)C2)cc1	16%	-12%	-4%	4%	6%[57.1 µM]	-1%	-12	-15%	1%
COc1ccc(CNC(=O)C(C(C)C)N2Cc3ccccc3C2=O)cc1 (stereo not drawn)	8%	-10%	13%	2%	-2%	-8%	2	-11%	-4%
SMILES	TrxR1 inh	IDH1 R132H inh	Vif-A3G inh	Vif-APOBEC3F blk	TrxR1 substrate	RGS4 inh	LDHA block	USP1 inh	Glioma ERSR ind
O=C(CSc1cccc[n+]1[O-])Nc1ccc(Cl)cc1F	14%	4%	-2%	-11%	-3%	13%	-7	-14%	-1%
O=C(CCCN1C(=O)/C(=C\c2ccccc2)SC1=S)Nc1ccc(C(=O)O)cc1	?	-8%	0%	-5%	-6%	-2%	0	?	0%
COc1cc(C(=O)O)nc(OC)n1	1%[57.1 µM]	4%	-3%	-3%	4%[57.1 µM]	?	-2	-22%	-2%
C#CCNc1c(C)c(C)nc2ncnn12	9%[57.1 µM]	1%	2%	-18%	6%[57.1 µM]	23%	-8	-8%	0%
O=C(Cn1cc([N+](=O)[O-])cn1)Nc1ccn(Cc2c(F)c(F)c(F)c(F)c2F)n1	2%	1%	1%	2%	-5%	-10%	-1	-22%	-2%
CC1CCN(C(=O)CC(NC(N)=O)c2ccccc2Cl)CC1 (stereo not drawn)	17%	10%	-1%	3%	2%	-29%	-3	-17%	-5%
COC(=O)C1=C(C)N(c2ccccc2)/C(=C/c2ccco2)C1=O	13%[57.1 µM]	10%	2%	6%	-18%[57.1 µM]	-32%	6	-25%	2%
O=C(NC(=S)NCc1ccco1)c1ccccc1[N+](=O)[O-]	11%	-6%	3%	-13%	5%	14%	-3	-2%	4%
COc1ccc(N2CCN(C3CCCN(C(=O)c4ccoc4)C3)CC2)cc1 (stereo not drawn)	1%	9%	1%	5%	-1%	6%	4	-21%	-1%
CCOc1ccc(CN2CCN(CC3=Cc4cccc(OC)c4OC3)CC2CCO)cc1 (stereo not drawn)	-4%	6%	3%	1%	2%	-5%	-11	-16%	-8%
Cc1ccc(-n2c(SCC(=O)N3CCCCC3)nc(O)cc2=O)cc1	10%[57.1 µM]	0%	0%	-8%	5%[57.1 µM]	-15%	-3	-16%	-4%
CCOc1ccc(NS(=O)(=O)c2cc(OCC(N)=O)c(C)cc2Cl)cc1	-7%	1%	-1%	0%	-6%	3%	-3	-6%	-4%
C/C(O)=c1/ccc2cccc3nc(C)nc1c23	-13%	12%	-4%	-24%	4%	-8%	8	?	-1%
O=C(N/N=C/c1ccccc1C(=O)O)c1cc(-c2ccc3c4c(cccc24)CC3)n[nH]1	1%[57.1 µM]	5%	-3%	-1%	2%[57.1 µM]	-2%	-4	-20%	6%
COc1ccc(C2CC(c3ccc(OC)cc3O)=NN2C(=O)c2ccccc2)cc1 (stereo not drawn)	10%	-13%	-10%	1%	-5%[57.1 µM]	0%	-4	-7%	-2%
CCn1nc(C)c(Br)c1-c1nc(CS(=O)(=O)c2ccc(F)cc2)no1	11%	7%	-5%	5%	1%	-1%	-6	-24%	3%
Cc1ccc(NC(=O)c2cc(C(=O)c3cc(Cl)ccc3O)cn(-c3ccc(C)cc3)c2=O)cc1	-22%	2%	-4%	0%	-17%	-16%	0	-14%	0%
O=C(N/N=C/c1cccnc1)c1[nH]ncc1Br	11%[57.1 µM]	2%	-2%	-1%	0%[57.1 µM]	-9%	-2	-20%	-5%
CCOC(=O)c1c(NC(=O)CSc2ncn[nH]2)sc(C(=O)N(C)C)c1C	13%	8%	-3%	-5%	-1%	15%	-7	1%	-3%
COc1ccccc1NC(=O)N1CCN(C)CC1	11%	1%	7%	-8%	3%	-10%	-9	-7%	-1%
Cc1cccc(Cc2cnc(NC(=O)c3ccc4c(c3)CC(c3ccccc3)OC4=O)s2)c1 (stereo not drawn)	17%	-9%	4%	-8%	0%	2%	-1	-19%	-4%
Cc1ccc(NC(=O)c2sc3nc(C)nc(N4CCN(c5ccccn5)CC4)c3c2C)c(C)c1	40%[activator]	3%	2%	-5%	23%	1%	-5	-16%	-1%
Cc1cccc(NC(=O)c2ccc(OCc3c(C)noc3C)cc2)c1C	-7%	0%	-28%	-5%	-8%	-5%	-3	1%	-1%

Some of the entries above, reformatted:
| SMILES | TrxR1 inh | IDH1 R132H inh | Vif-A3G inh | Vif-APOBEC3F blk | TrxR1 substrate | RGS4 inh | LDHA block | USP1 inh | Glioma ERSR ind |
| --- | --- | --- | --- | --- | --- | --- | --- | --- | --- |
| Cc1ccc(NC(=O)c2cc(C(=O)c3cc(Cl)ccc3O)cn(-c3ccc(C)cc3)c2=O)cc1 | -22% | 2% | -4% | 0% | -17% | -16% | 0 | -14% | 0% |
| O=C(CCCN1C(=O)/C(=C\c2ccccc2)SC1=S)Nc1ccc(C(=O)O)cc1 | ? | -8% | 0% | -5% | -6% | -2% | 0 | ? | 0% |
| COc1ccccc1NC(=O)N1CCN(C)CC1 | 11% | 1% | 7% | -8% | 3% | -10% | -9 | -7% | -1% |
